High-throughput results (PubChem BioAssay)
A549 tox – kills or reduces viability of A549 cells in Nrf2 counter-screen | A549 ARE-Fluc cells, CellTiter-Fluor viability, 18-24 h | Potency, µM (top dose mostly 46 µM), inactives show at the highest dose activity change, negative = cytotoxicity, most hits filed as inhibitors | 0.16% of 390,000 active | AID 504648; note: potency is the fitted concentration of half-maximal effect; % is set by controls: 0 for no effect and ±100 for the full control effect
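A549 ARE_Fluc cells in 5% FBS OPTI-MEM were exposed to compounds in concentration-response for 18-24 h at 37 deg C. Viability was read by CellTiter-Fluor fluorescence (Ex 405/Em 525) after 30 min, before the luciferase read.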
ATXN2 expr inh – reduces ATXN2 reporter expression in HEK-293 cells. 0.72% of 360,000 active. AID 1745845. HEK-293 ATXN2-luciferase reporter, luminescence, 24 h. Potency, µM (highest dose often 57 µM), inactives show at the top dose activity change, negative = inhibition, usual class: inhibitors; note: potency is the fitted concentration of half-maximal effect; % is set by controls: 0 for no effect and ±100 for the full control effect; nearly all actives have a fitted effect of over 55% in size
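qHTS (up to 57 uM final) was run with 24 h compound exposure of reporter cells at 37 °C. Each well was multiplexed: SteadyGlo luminescence measured ATXN2-luciferase expression after a fluorogenic Gly-Phe-AFC viability readout (25 uM final).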
TGFb SMAD3 inh – inhibitors of TGF-b signaling; HepG2 CAGA-GFP TGF-b/SMAD3 reporter, GFP fluorescence, 18 h; TGF-beta stimulated, 500 pg/mL final; Potency, µM (doses to about 46.1 µM), inactives show top-dose activity, negative = inhibition, hits mostly inhibitors; 1.2% of 410,000 active; AID 588855; note: potency is the fitted concentration of half-maximal effect; % is set by controls: 0 for no effect and ±100 for the full control effect; nearly all actives have a fitted effect of over 65% in size
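Smad-responsive CAGA-GFP expression was quantified in HEPG2 cells exposed to compounds and 500 pg/mL final TGF-beta for 18 h at 37 degrees C; unstimulated wells defined full inhibition.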
S2 tox – cell viability loss in ATXN counter-screen; 0.49% of 400,000 active; Potency, µM (series often up to 56.7 µM), usual class: cytotoxic; S2 cells (HEK-293 line with an ATXN2-luciferase reporter) viability, CellTiter-Fluor protease fluorescence, 24 h; AID 651635; note: potency is the fitted concentration of half-maximal effect; nearly all actives have a fitted effect of over 40% in size
HepG2 viability – HepG2 cytotoxicity, counter-screen for TGF-b inhibitors. AID 588856. HepG2 CAGA-GFP viability, ATP luminescence, 18 h. 0.76% of 410,000 active. Potency, µM (highest dose often 46.1 µM), without a hit: at the highest dose activity change, negative = cytotoxicity, actives largely listed as cytotoxic; note: potency is the fitted concentration of half-maximal effect; some results filed as inactive show a strong effect at the top dose
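HepG2 CAGA-GFP cells (1000/well, DMEM with 1% FBS) received compound, then TGF-beta at 500 pg/mL final, and were incubated 18 hours at 37 degrees C. Viability was read by CellTiter-Glo luminescence. Media-only wells were set as complete cell-killing and DMSO as no toxicity.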
Nrf2 inh – inhibitors of Nrf2 signaling; A549 ARE-Fluc reporter, luciferase luminescence, 18-24 h; Potency, µM (doses to about 46 µM), for the others: at the top dose activity change, negative = inhibition, most hits filed as inhibitors; 2.1% of 360,000 active; AID 504444; note: potency is the fitted concentration of half-maximal effect; % is set by controls: 0 for no effect and ±100 for the full control effect; nearly all actives have a fitted effect of over 60% in size
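A549 ARE_Fluc cells, 5000/well, 5% FBS OPTI-MEM; compounds in dose-response, 18-24 h at 37 °C/5% CO2; CellTiter-Fluor viability read (Ex 405/Em 525), then BugLite luciferase luminescence = Nrf2 activity.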
IL-2 act – IL-2 activation; IL-2 activation reporter assay, cell-based qHTS; stimulated with anti-CD3/CD4/CD28 beads; in transgenic mouse T cells; 0.065% of 360,000 active; activation, % (series mostly up to about 46 µM); AID 652025; in the data active = activation above about 50%; inconclusive = mostly about 30% to 49%; note: 0% is about no effect
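Unstimulated transgenic mouse T cells, 750 per well, received compound and, after 60 minutes, anti-CD3/anti-CD4 bead plus anti-CD28 stimulation. EGFP and DsRed were quantified after 18 hours.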
EPAC2 ag – agonists of human EPAC2 (RAPGEF4). Potency, µM (highest dose often 154 µM), for inactives: at the highest dose activation, most hits filed as activators. AID 720711. Q8WZA2. EPAC2 activation, biochemical qHTS; response scale: 100% = 6.5 mM cAMP response. 0.079% of 360,000 active; note: potency is the fitted concentration of half-maximal effect; nearly all actives have a fitted effect of over 50% in size
Target sequence (Q8WZA2 whole entry, looked up): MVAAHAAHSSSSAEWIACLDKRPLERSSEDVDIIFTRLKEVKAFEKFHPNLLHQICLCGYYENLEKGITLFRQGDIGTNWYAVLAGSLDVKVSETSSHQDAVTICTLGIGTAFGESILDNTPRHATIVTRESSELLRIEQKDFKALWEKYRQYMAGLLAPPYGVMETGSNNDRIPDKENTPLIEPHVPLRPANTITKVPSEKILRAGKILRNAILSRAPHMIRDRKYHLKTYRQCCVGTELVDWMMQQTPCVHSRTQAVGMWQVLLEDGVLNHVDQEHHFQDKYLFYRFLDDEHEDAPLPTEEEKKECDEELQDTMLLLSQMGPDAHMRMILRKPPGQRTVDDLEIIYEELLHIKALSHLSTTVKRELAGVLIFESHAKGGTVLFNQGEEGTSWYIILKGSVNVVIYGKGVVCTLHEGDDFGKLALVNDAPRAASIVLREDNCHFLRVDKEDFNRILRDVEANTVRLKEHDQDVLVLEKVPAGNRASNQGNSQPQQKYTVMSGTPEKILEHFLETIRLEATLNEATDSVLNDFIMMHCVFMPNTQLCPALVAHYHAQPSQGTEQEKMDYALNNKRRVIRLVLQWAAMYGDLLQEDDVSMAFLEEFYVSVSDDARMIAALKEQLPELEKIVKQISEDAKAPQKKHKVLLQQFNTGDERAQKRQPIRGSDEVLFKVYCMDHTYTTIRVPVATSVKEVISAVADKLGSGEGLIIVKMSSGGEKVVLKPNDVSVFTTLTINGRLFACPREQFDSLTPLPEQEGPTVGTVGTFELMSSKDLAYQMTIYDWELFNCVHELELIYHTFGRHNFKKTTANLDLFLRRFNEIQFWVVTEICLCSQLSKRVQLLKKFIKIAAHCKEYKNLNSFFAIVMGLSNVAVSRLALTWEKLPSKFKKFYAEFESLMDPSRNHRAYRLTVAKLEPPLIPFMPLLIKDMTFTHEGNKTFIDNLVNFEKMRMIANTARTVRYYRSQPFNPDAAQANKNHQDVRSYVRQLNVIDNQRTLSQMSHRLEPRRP
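Compounds were added across a concentration range to EPAC2 (100 nM), RAP1B-BODIPY-GDP (250 nM) and GDP (50 uM). After 5 min at room temperature, fluorescence was recorded at 5-min intervals for 30 min.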
Nrf2 activator – activates Nrf2 signaling; AREc32 ARE-luciferase reporter (MCF7-derived line), luminescence, 24 h; Potency, µM (doses to about 46.1 µM), inactives show at the highest dose activation, most hits filed as activators; 0.31% of 410,000 active; AID 624171; note: potency is the fitted concentration of half-maximal effect; % of control where 0% means no effect; nearly all actives have a fitted effect of over 65% in size
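ARE activation measured as luciferase luminescence (Steady-Glo, 30 min RT) in AREc32_Fluc cells after 24 hr compound exposure at 37 deg C, 5% CO2; cells seeded overnight at 1000/well in OPTI-MEM, 5% FBS.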
The depositor's hits bear a star; i = inactive; ? = inconclusive; · = no result given; [ ] = another dose, or the depositor's remark. Unless noted, calls come from the whole dose curve; as a rule, active = well fitted curve in the direction sought with a large enough effect; inconclusive = small, poorly fitted or top-dose-only effect, or another doubt; inactive = no such curve, though single readings can be large; an effect the other way counts as inactive or inconclusive. Rows are unselected; about 4.3% have a hit in one of these screens.

Values in the order – EPAC2 ag	S2 tox	TGFb SMAD3 inh	Nrf2 activator	Nrf2 inh	A549 tox	ATXN2 expr inh	HepG2 viability	IL-2 act
O=C(NN=Cc1ccc(F)cc1)c1cccc(S(=O)(=O)N2CCCC2)c1
→ -2%	i	11%	0.2%	3%	0%	10%	-34%	-1.6
Cc1cc(C(=O)CSc2nnc(Nc3ccccc3)s2)c(C)n1CC1CCCO1 (stereo not given)
→ 1%	i	?	3.3%	-11%	6%	31%	-10%	0.0
NC(=NCCc1ccccc1)c1cccc([N+](=O)[O-])c1
→ 10%	i	-17%	-0.6%	12%	11%	-34%	-38%	0.6
O=C(NCCO)C(=O)NCC1CCCN1S(=O)(=O)c1cccs1 (stereo not given)
→ -7%	i	-2%	0.0%	4%	-3%	-5%	-5%	0.4
c1ccc2c(c1)[nH]c1nc3nncn3nc12
→ 7%	i	5%	1.9%	-6%	-12%	1%	-17%	-0.9
COc1ccc(N(C(=O)c2ccccc2)S(=O)(=O)c2cccs2)cc1
→ 20%	?	-4%	0.5%	-1%	-16%	-28%[11.3 µM]	15%	-0.8
Cc1ccc2nc(NC(=O)C3CCCN(S(=O)(=O)c4cccnc4)C3)sc2c1 (stereo not given)
→ 12%	?	-17%	0.2%	?	-5%	?	-17%	-4.8
COc1cc([N+](=O)[O-])cc(/C=N/NC(=O)C(C)Nc2cccc3ccccc23)c1O (stereo not given)
→ -10%	?	?	-0.2%	-20%	-3%	20µM*	-45%	2.6
Cc1cccc(C(=O)Nc2c(C(=O)N3CCN(C)CC3)cnn2-c2ccccc2)c1
→ -3%	i	8%	-0.1%	9%	-11%	-6%	0%	3.1
O=S(=O)(Nc1cccc(-c2ccc(N3CCCCCC3)nn2)c1)c1ccccc1
→ ·	?	6%	6.4%	·	-27%	9%	-14%	·
COCCn1c(=S)[nH]c2cc(C(=O)N3CCN(c4ccc(F)cc4)CC3)ccc2c1=O
→ -6%	i	-18%	0.3%	?	0%	-10%	-16%	-2.0
COc1cc(NS(=O)(=O)c2ccc(NC(=O)/C=C/c3cccc([N+](=O)[O-])c3)cc2)ncn1
→ -3%	i	-7%	7.9%	-4%	-2%	-5%	-4%	-0.3
CC1(c2nnnn2Cc2ccccc2)CCC(=O)N1CCc1c[nH]c2ccccc12 (stereo not given)
→ 7%	i	·	-1.3%	·	·	15%	·	0.6
NC(=O)CSc1nnc2sc3ccccc3n12
→ 0%	i	-19%	4.9%	19%	-6%	6%	-4%	1.0
N#C/C(=C(\O)C(F)(F)F)c1nnc2n1CCCCC2
→ 10%	i	2%	0.2%	-14%	0%	-14%	16%	-0.2
O=C(/C=C/c1ccccc1)OCCCN=C1NS(=O)(=O)c2ccccc21
→ 17%	i	-16%	6.8%	-6%	1%	-15%	-13%	-0.4
CC(=O)Nc1c2c(nn1-c1ccccc1C)CS(=O)(=O)C2
→ -4%	i	-2%	-0.2%	-4%	-8%	-5%	3%	0.7
COC(=O)c1ccc(NC(=O)CC2C(=O)N(c3ccc(Cl)cc3)C(=O)N2Cc2ccco2)cc1 (stereo not given)
→ ·	·	?	7.2%	-3%	5%	·	-40%	·
CN(Cc1ccccc1)C(=O)CSc1cc(=O)n(C)c2ccccc12
→ 5%	i	-6%	4.8%	?	-2%	75%[activator]	-25%	-1.9
COc1cccc(OCC(=O)Nc2ccc(OC)c(OC)c2)c1
→ 2%	i	12%	-0.3%	-27%	2%	-6%	0%	-2.1
C/C(=N\NC(=S)NC(C)C)c1ccc(Cl)s1
→ 3%	i	?	?	11%	9%	18%	-32%	-5.1
COc1cccc(-c2ccc(C3=CC(=O)CC(C)(C)C3=O)cc2)c1OC
→ 10%	?	1%	15%	·	·	-17%	-36%	-4.0
Cc1cccc(-n2ncc3c(N4CCOCC4)ncnc32)c1
→ 3%	i	15%	-4.8%	·	-1%	10µM*	-2%	-4.0
CC(C)N(C(=O)[C@H]1C[C@H](CC(=O)NC(C)(C)C)C(=O)N2CCc3c([nH]c4cc(-c5ccco5)ccc34)[C@]12C)C(C)C
→ -11%	i	?	5.7%	?	-20%	?	-22%	-0.4
COc1cc(OC)c(NC(=O)c2ccccc2F)cc1Cl
→ 4%	i	1%	9.7%	-3%	0%	·	-12%	-3.4
Cc1ccc(OC(=O)c2cc(-c3ccccc3)nc3ccc(C)cc23)cc1
→ ·	i	-21%	-0.4%	-18%	1%	12%	-25%	·
CC(C)OC(=O)CSc1nc(-c2ccc(F)cc2)cc(C(F)(F)F)n1
→ -16%	i	-4%	-0.2%	-13%	0%	1%	-12%	2.7
O=C(NC1CCC(O)CC1)c1ccc(-c2ccc(Cl)cc2)o1 (stereo not given)
→ -2%	i	14%	2.8%	?	-2%	45%[activator]	0%	-1.1
Oc1ccccc1C1=NCCNC(C(F)(F)F)=C1
→ 1%	i	-4%	0.3%[9.22 µM]	-11%	7%	1%	-6%	-4.4
CCOC(=O)c1cn2nc(Oc3ccc(OC)cc3)ccc2n1
→ 6%	i	34%[activator]	3.8%	8%	2%	·	51%	0.1
COC(=O)c1sc(NC(=O)/C=C/c2ccc(C)o2)nc1C
→ -9%	?	0%	14%	3%	-3%	-14%	-18%	7.2
CN1C(=O)c2ccc(C(=O)NCc3ccccc3)cc2C1=O
→ 5%	i	0%	-1.0%	14%	-1%	1%	1%	-1.4
Cn1ccc(C(=O)OCC(=O)Nc2ccccc2Cl)n1
→ 6%	i	0%	11%	20%	-2%	6%	-32%	-0.4
COc1ccccc1CNC(=O)c1cc2c(s1)-c1ccccc1OC2
→ ·	i	-8%	0.6%	15%	0%	-13%	-11%	·
NC(=O)C1CCN(C(=O)c2cc(-c3ccc(Cl)cc3)nc3ccccc23)CC1
→ -3%	i	-4%	2.4%	-4%	-4%	4%	-6%	-2.7
Cc1csc(NC(=O)CSc2nnc(-c3cccnc3)o2)n1
→ 0%	i	35%[activator]	3.1%	5%	-1%	14%	3%	-0.7
CCC1C(=O)N=C(SCC(=O)Nc2ccc(C(=O)OC)cc2)NC1=O (stereo not given)
→ -7%	i	-1%	-0.5%	11%	0%	-8%	3%	-0.3
Cc1ccc(Sc2c(C#N)c(-c3ccccc3)nn2C)cc1
→ 5%	i	?	0.1%	5.8µM*	-28%[1.84 µM]	-21%	4%	-1.2
Cc1ccc(N(O)C(=O)NCCCCNC(=O)N(O)c2ccc(C)cc2)cc1
→ 4%	i	-28%	1.7%	?	-2%	23%	-13%	-0.5
Oc1ccc(Cl)cc1-c1cc(-c2ccccc2Cl)[nH]n1
→ 10%	i	-13%	9.6%	0%	-10%	22%	-21%	-5.1
c1ccc(Oc2ccc(-c3ccnc4nc(N5CCOCC5)nn34)cc2)cc1
→ 17%	i	-20%	3.2%	?	-9%	-16%	-15%	-0.7
OCCN(CCCn1c(C(F)(F)F)nc2ccccc21)c1nc(CN2CCCCC2)cs1
→ 4%	i	-26%	0.3%	6%	-5%	8%	0%	0.8
CC12CC3(C)CC(C)(C1)CC(C(=O)NC(=S)N1CCOCC1)(C2)C3
→ 0%	i	-1%	-0.7%	4%	2%	3%	-4%	-0.2
CCOc1ccc(/C=N/NC(=O)c2cc3c(OC)cccc3[nH]2)cc1
→ -2%	?	0%	-0.7%	?	?	?	-16%	-4.1
O=C(NNC(=S)NCc1ccccc1)c1ccccc1OC(F)F
→ 2%	i	3%	0.3%	-3%	13%	-4%	-1%	0.0
CC(C)c1cc(CNC(=O)C2CCC(=O)N(Cc3ccccc3F)C2)on1 (stereo not given)
→ 0%	i	3%	-0.2%	-3%	-4%	-3%	0%	0.5
